Screening results (PubChem BioAssay)
Peg3 promoter: inhibitors of Peg3 promoter. HeLa PEG-Prom luciferase reporter, luminescence, overnight. inhibition, % at 20 µM. actives 1.7% (n = 360,000). AID 588405;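 active means inhibition of at least 50% at 20 µM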
C8 TRAIL sens: caspase-8 TRAIL sensitization | inhibition (viability loss, TRAIL sensitization), % at 10 µM | actives 1% (n = 360,000) | NB7+C8 cells + TRAIL, ATPlite viability luminescence;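 active means compounds causing at least 50% loss of cell viability in the single-dose screen, relative to plate controls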
iPSC survival up: hiPSC single-cell survival enhancement | ATPlite luminescence; 100% = ROCK inhibitor wells, 0% = DMSO | survival enhancement, % at 20 µM | actives 0.044% (n = 360,000); in the data active means survival enhancement above about 18%;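 further: cells exposed to compounds for 16 hours before the ATP read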
KKLEB tox: reduces viability of KKLEB cystic fibrosis airway cells | actives 0.36% (n = 360,000) | KKLEB CF airway cells viability, ATPlite luminescence, overnight; active compounds read low; cells stimulated with P. aeruginosa culture filtrate | activity change (cytotoxicity), % at 5 µM | AID 602141;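 active means corrected activity change at or below -50% at 5 µM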
HIF-2a block: inhibitors of HIF-2a; 786-0 RCC cells HIF-2a reporter, luciferase luminescence, overnight; inhibition, % at 18.8 µM; actives 0.72% (n = 360,000); AID 624352;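 active means inhibition of the luminescence signal of 40% or more relative to plate controls, in a single-dose primary screen at 18.75 µM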
CF NFkB block: inhibitors of cystic fibrosis induced NF-kB; inhibition, % at 5 µM; KKLEB NF-kB-GFP reporter, PAF-induced, GFP fluorescence overnight; actives 0.86% (n = 360,000);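 active means at least 50% inhibition at 5 µM, scaled per plate between neutral and stimulator controls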;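 further: PAF is a Pseudomonas aeruginosa culture filtrate used as stimulus; plate controls were PAF-stimulated DMSO wells for no effect and unstimulated DMSO wells for full effect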
NR2E3 ag-1: activates human NR2E3 receptor; CHO-S Gal4-NCOR/VP16-NR2E3 two-hybrid, luciferase; inhibition of corepressor binding, % at 3.98 µM; actives 0.35% (n = 360,000); AID 602229;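 active means inhibition above the mean of all tested compounds plus 3 SD, cut at about 70% in these data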;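 further: 0% = DMSO with NR2E3 transfected cells and 100% = cells lacking NR2E3 construct; higher means lower luciferase signal from less NR2E3 corepressor binding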
Target sequence (Q9Y5X4 whole entry, looked up, the tested form may be a part): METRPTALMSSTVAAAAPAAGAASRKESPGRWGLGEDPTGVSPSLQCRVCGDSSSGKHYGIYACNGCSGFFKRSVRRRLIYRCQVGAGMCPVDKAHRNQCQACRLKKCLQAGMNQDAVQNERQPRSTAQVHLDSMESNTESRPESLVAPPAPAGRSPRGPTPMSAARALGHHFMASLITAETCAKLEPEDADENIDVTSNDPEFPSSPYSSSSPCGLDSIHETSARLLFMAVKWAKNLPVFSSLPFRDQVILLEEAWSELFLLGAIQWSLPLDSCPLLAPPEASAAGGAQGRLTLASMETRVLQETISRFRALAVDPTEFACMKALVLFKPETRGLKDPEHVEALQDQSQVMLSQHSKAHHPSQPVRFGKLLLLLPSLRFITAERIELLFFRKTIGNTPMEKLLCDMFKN
NR2E3 ag-2: activates human photoreceptor nuclear receptor NR2E3; Q9Y5X4; GST-NR2E3/biotin-RetCOR TR-FRET, 1536-well; inhibition of corepressor binding, % at 4.78 µM; actives 0.12% (n = 320,000); AID 2300;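 active means percent inhibition above the cutoff of mean plus 3 SD of all tested compounds, set per screening campaign, cut at about 20% in these data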;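 further: 0% = DMSO wells and 100% = biotin wells as full block of FRET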
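Material: NR2E3–RetCOR corepressor complex / Incubation: Compound–protein incubation for 5 h at 4 °C / Dosing: compound at 4.8 µM, single dose / Detection: time-resolved FRET / Benchmarks: high control biotin, low control 0.6% DMSO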
EBV LMP1 NFkB: reduces LMP1-driven NF-kappaB luciferase signal. LMP1-induced NF-kappaB luciferase reporter cells, luminescence. inhibition, % at 12.5 µM. actives 0.69% (n = 350,000). AID 504558; in the data active means inhibition above about 41%;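 further: 0% = neutral control wells and 100% = reference inhibitor control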
MITF TRPM1 inh: inhibitors of MITF-driven TRPM1 promoter in melanoma cells. actives 0.83% (n = 330,000). AID 488899. inhibition, % at 12.5 µM. SK-MEL-5 TRPM1 promoter luciferase, 24 h;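 active means mean inhibition across replicates of 60% or more, whatever share of single replicates reaches that level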; further: values of inactives mirror those of a sister screen read the other way
Shn3 3UTR inh: Schnurri-3 reporter inhibition in Clone20 osteoblasts | Clone20 osteoblast Shn3 3'UTR firefly luciferase, 24 h | inhibition, % at 12.5 µM | actives 0.52% (n = 360,000);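 active means mean inhibition of at least 75% with every replicate also reaching 75%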;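 further: 0% = median of neutral control wells and 100% = pilot-screen positive control compound; some compounds past the cut are filed as inactive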
The depositor's hits bear a star; . = no result given; & = joins results of further samples. An excerpt (hit frequency here may not be typical).

canonical_smiles	C8 TRAIL sens	Peg3 promoter	HIF-2a block	NR2E3 ag-1	Shn3 3UTR inh	NR2E3 ag-2	iPSC survival up	EBV LMP1 NFkB	MITF TRPM1 inh	KKLEB tox	CF NFkB block
CC(N)Cc1cn(Cc2ccccc2)c2ccccc12 (stereo unspecified)	-9	16	-3	-14	16	-1	-0.7	-7	2	-13	16
CC12CCC(=O)C=C1CCC1C2C(O)CC2(C)C(O)CCC12 (stereo unspecified)	18	0	14	21	-28	.	-1.1	4	12	-12	9
COCCCNC(=O)Cn1cc(/C=C2\C(=O)NC(=O)N(c3ccccc3F)C2=O)c2ccccc21	-23	24	15	10	60	1	-0.4	10	7	0	-12
CN(C)C(=O)Oc1ccc(OCc2n(C)c3ccccc3[n+]2C)cc1	0	-64	12	15	-5	0	-1.1	4	-3	-6	5
O=c1cccc2n1CC1CC2CN(c2ncnc3c2cnn3-c2ccccc2)C1 (stereo unspecified)	-6	5	18	19	-4	0	-0.3	-3	7	-6	14
CCOC(=O)c1c(C)n(Cc2ccccc2)c2ccc(OCC(O)Cn3nc(C)nc3C)cc12 (stereo unspecified)	6	11	11	-5	-3	4	-2.3	11	6	-1	17
Cc1cc(C(=O)Nc2ccccc2)nn1C(C)(C)C	33	-240	-304	-126	-46	1	0.0	-13	-71	-21	-3
CCCOC(=O)C1C2c3ccccc3C(c3ccccc32)C1C(=O)O (stereo unspecified)	-2	13	12	11	-7	6	3.1	-9	2	6	-5
CC1(C)C2CC=C(CN3CCOCC3)C1C2 (stereo unspecified)	-9	0	-12	-16	-36	3	-1.3	4	3	2	7
CC(=NCc1cccnc1)c1c(O)n(-c2ccc(C)cc2)c(=O)[nH]c1=O	0	4	13	7	1	-1	3.4	-2	-6	10	2
Cc1ccc(N2C(=O)NC(=O)/C(=C\c3cnc(-c4ccccc4)nc3)C2=O)cc1	1	-13	-27	-19	8	2	-0.6	-2	-1	7	13
Cn1cc(C(=O)N2CCCCC2)c2ccccc21	-8	-20	6	-61	-13	-3	-0.4	-1	-4	-8	-3
Cn1cccc1C1CCCN1CC(=O)Nc1ccc(C#N)c(Cl)c1 (stereo unspecified)	-1	3	-16	-19	-32	.	-1.2	-1	1	2	-29
COc1cc(C(=O)N/N=C/C23CC[C@@H](O)CC2(O)CC[C@@H]2[C@@H]3CCC3(C)C(C4=CC(=O)OC4)CCC23O)ccc1O (stereo partly specified)	6	7	7	-14	1	0	0.6	-15	-16	7	-13
Cn1c(O)c(/C=C/C=Nc2ccccc2)c(=O)n(C)c1=S	-13	18	-1	-20	8	-3	-0.5	-15	-8	-8	6
CC(=O)Nc1ccc(OCCF)cc1	2	1	19	-3	1	-1	-2.3	-6	-4	-11	-2
C=C[C@H]1CN2CC[C@H]1C[C@@H]2[C@@H](O)c1ccnc2ccccc12	3	12	-15	-11	10	2	-0.6	-6	1	10	-10
C[C@H](CO)N1C[C@H](C)[C@@H](CN(C)C(=O)Oc2ccccc2)OCc2cnnn2CCCC1=O	-7	-3	4	-16	-32	.	3.3	3	.	9	2
Brc1ccccc1CNCCc1ccc2c(c1)OCO2	0	-23	-30	-15	-1	3	2.3	3	-4	-14	-1
CCC(=NCC1CCCO1)c1c(O)n(-c2ccccc2C)c(=O)[nH]c1=O (stereo unspecified)	-1	15	4	-6	10	-2	-0.6	-2	-4	3	-14
C=C[C@@]12CN(C)[C@H]3[C@H]1[C@@]1(C(=O)Nc4ccccc41)C1CC2[C@@H]3CO1	-13	-5	7	-12	3	-2	0.1	-3	-8	5	4
COc1ccc(Br)cc1CNCCc1ccc2c(c1)OCO2	-4	-15	13	-5	1	-1	-0.7	5	7	-12	5
COc1cccc(-c2cc(C(F)(F)F)n3nc(C(=O)N4CCC5(CC4)OCCO5)cc3n2)c1	9	1	2	-15	-7	1	0.4	-15	-8	6	-1
Cc1ncc([N+](=O)[O-])n1CCOC(N)=O	-5	8	18	-16	0	0	-0.6	-11	-15	3	-6
COc1ccc(-c2cc(=O)oc3c(C)c(OC(C)C(=O)N4C[C@H]5C[C@@H](C4)c4cccc(=O)n4C5)ccc23)cc1 (stereo partly specified)	-3	17	10	-13	16	3	-0.5	-1	4	-9	20

Nine structures out of the list, sorted by formula weight, rising:
canonical_smiles	C8 TRAIL sens	Peg3 promoter	HIF-2a block	NR2E3 ag-1	Shn3 3UTR inh	NR2E3 ag-2	iPSC survival up	EBV LMP1 NFkB	MITF TRPM1 inh	KKLEB tox	CF NFkB block
CC1(C)C2CC=C(CN3CCOCC3)C1C2 (stereo unspecified)	-9	0	-12	-16	-36	3	-1.3	4	3	2	7
Cc1cc(C(=O)Nc2ccccc2)nn1C(C)(C)C	33	-240	-304	-126	-46	1	0.0	-13	-71	-21	-3
C=C[C@H]1CN2CC[C@H]1C[C@@H]2[C@@H](O)c1ccnc2ccccc12	3	12	-15	-11	10	2	-0.6	-6	1	10	-10
CC12CCC(=O)C=C1CCC1C2C(O)CC2(C)C(O)CCC12 (stereo unspecified)	18	0	14	21	-28	.	-1.1	4	12	-12	9
Brc1ccccc1CNCCc1ccc2c(c1)OCO2	0	-23	-30	-15	-1	3	2.3	3	-4	-14	-1
CCCOC(=O)C1C2c3ccccc3C(c3ccccc32)C1C(=O)O (stereo unspecified)	-2	13	12	11	-7	6	3.1	-9	2	6	-5
CN(C)C(=O)Oc1ccc(OCc2n(C)c3ccccc3[n+]2C)cc1	0	-64	12	15	-5	0	-1.1	4	-3	-6	5
O=c1cccc2n1CC1CC2CN(c2ncnc3c2cnn3-c2ccccc2)C1 (stereo unspecified)	-6	5	18	19	-4	0	-0.3	-3	7	-6	14
COc1cccc(-c2cc(C(F)(F)F)n3nc(C(=O)N4CCC5(CC4)OCCO5)cc3n2)c1	9	1	2	-15	-7	1	0.4	-15	-8	6	-1

Remaining list, next part
canonical_smiles	C8 TRAIL sens	Peg3 promoter	HIF-2a block	NR2E3 ag-1	Shn3 3UTR inh	NR2E3 ag-2	iPSC survival up	EBV LMP1 NFkB	MITF TRPM1 inh	KKLEB tox	CF NFkB block
O=c1c2ccccc2nc(/C=C/c2ccccc2)n1-c1ccc(O)cc1	-5	39	-1	-17	13	3	0.5	-11	9	12	-11
Fc1ccc(C(OCCN2CCCC2)c2ccc(Br)cc2)cc1 (stereo unspecified)	4	-17	14	-17	-5	-5	-4.1	1	-8	-10	13
Cc1nc2ccccc2c(=O)n1-c1ccc(-c2ccccc2)cc1	1	22	-20	-17	22	2	0.0	-2	-6	9	4
O=C1C(=O)c2cccc3cccc1c23	-1	28	25	2	-17	0	0.8	6	2	-7	12
O=C1NCN(c2ccccc2)C12CCN(C(c1ccnc3ccccc13)c1nnnn1-c1ccc3c(c1)OCCO3)CC2 (stereo unspecified)	-3	41	5	-22	7	.	-0.9	.	.	-7	12
COC(=O)C1C2c3ccccc3C(c3ccccc32)C1(C)C(=O)OC (stereo unspecified)	4	32	10	13	8	.	-2.9	-6	3	-9	19
CCC(c1nnnn1-c1ccc(OC)cc1)N1CCC(n2c(=O)[nH]c3ccccc32)CC1 (stereo unspecified)	5	23	4	4	9	.	-0.6	.	.	8	-2
Oc1ccc(Cl)cc1	-3	-4	6	-21	-2	.	7.5	-1	9	3	-15
COC(=O)C1C(OC(=O)c2ccccc2)CC2CCC1N2C (stereo unspecified)	-2&7	1&5	-1&6	-8&8	-4&-10	-2	3.3&-3.4	-2&3	1&0	17&-6	-17&1
CCN1CCN(CC(=O)c2c(C)n(Cc3ccccc3)c3ccc(OC)cc23)CC1	-1	-13	8	3	-23	2	0.1	-13	-7	3	12
Cc1ccc2c(c1)C1CN(C)CCC1N2C(=O)Cc1cccs1 (stereo unspecified)	28	16	-21	-5	7	3	-0.7	11	7	-8	22
CC[n+]1c(-c2ccccc2)c2cc(N)ccc2c2ccc(N)cc21	22	55*	2	-4	40	.	-2.1	6	.	0	-66
COc1ccccc1-n1c(-c2ccc(C)cc2)nc2ccccc2c1=O	4	-17	-8	0	-12	.	0.1	5	-15	-13	-9
CCCc1cc(=O)oc2cc(OCC(=O)N3CCC(C(=O)O)(c4ccccc4)CC3)ccc12	-6	5	5	0	-12	-1	0.0	-4	6	2	29
CC(C)CC1(CCc2ccccc2)C(=O)NC(=O)NC1=O	6	-4	3	-19	8	.	-0.4	9	6	-7	-2
O=c1[nH]c(=O)n(-c2cccc(Cl)c2)c(O)c1/C=N/c1ccccn1	-6	2	13	1	-4	7	-2.0	-14	9	10	-1
CC[N+](CC)(CC)CCCOC(=O)C(O)(c1ccccc1)C1CCCCC1 (stereo unspecified)	1	11	12	-25	-13	-1	1.6	2	-8	-6	2
O=[N+]([O-])c1ccc(Nc2ccccc2)cc1	-2	-35	-62	-18	0	-1	-2.3	-6	-14	7	3
